M1 PAM parental = M1 PAM counterscreen hit in parental CHO-K1 cells. ATP EC20, Fluo-8 calcium fluorescence; 0% at ATP EC20, 100% at ATP max. activation, % at 3 µM. hit rate 0.02% among 360,000. AID 602247;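 active = activation above the run cutoff, the mean activation of all test compounds plus 3 SD, cut at about 40% in these data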;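 also: peak over basal fluorescence ratio in a 140 s read after ATP addition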
CHO parental Ca = counter-screen for OX1R antagonists: effect in parental CHO cells; parental CHO-K1, ATP-induced calcium, Fluo-8 fluorescence; inhibition, % at 5.6 µM; hit rate 0.63% among 330,000; AID 463079;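 active = inhibition above that plate's mean sample inhibition plus 3 SD, cut at about 26% in these data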;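 also: 0% = ATP-challenged DMSO wells and 100% = DMSO wells without ATP; some compounds past the cut are filed as inactive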
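Assay system: parental CHO cells; Read-out basis: percent inhibition of ATP-evoked calcium rise, normalized to controls; Benchmarks: ATP and no-ATP DMSO wells; Compound dosing: single nominal dose of 5.6 µM per compound; Signal: Fluo-8 calcium dye fluorescence; Also added: ATP as calcium-mobilizing challenge; Repeats: singlicate.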
TAAR1 antag = human TAAR1 antagonism; AID 624466; hit rate 1.5% among 360,000; CHO RD-HGA16 TAAR1, Fluo-8 calcium fluorescence, antagonist; Q96RJ0; inhibition, % at 3 µM;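 active = inhibition above a per-plate cutoff, the mean inhibition of test compounds on that plate plus 3 SD, cut at about 49% in these data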;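 also: 0% = DMSO plus EC80 beta-PEA response and 100% = DMSO alone without agonist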
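Assay system: RD-HGA16 CHO cells with stable hTAAR1 and Gα16 / Reagent: EC80 β-phenethylamine stimulus / Doses: 3 µM, single point / Timing: dye loading 75 min at 37 °C, then 30 min room temperature / Measured by: Fluo-8 intracellular calcium dye fluorescence, real-time kinetic reads / Controls: vehicle wells and EC80 agonist wells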
TAAR1 agonist = human TAAR1 agonism; Q96RJ0; CHO RD-HGA16 TAAR1, Fluo-8 calcium fluorescence; vehicle wells 0%, saturating PEA agonist 100%; activation, % at 3 µM; hit rate 0.99% among 360,000; AID 624467;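 active = activation above the mean activation of all test compounds in the run plus 3 SD, cut at about 38% in these data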
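Signal – calcium-sensitive Fluo-8 signal, excitation 470-495, emission 515-575 nm · System – RD-HGA16 (CHO) cells co-expressing Gα16 and hTAAR1 · Incubation – 17-24 h seeding, 75 min 37 °C dye, 30 min RT · Compound dosing – 3 µM single concentration · Repeats – no replicates (n 1)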
CHO-K1 Ca antag = M1 antagonist counterscreen hit in parental CHO-K1 cells. ATP-induced calcium, Fluo-8 fluorescence. inhibition, % at 3 µM. hit rate 0.6% among 360,000. AID 602250;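 active = inhibition above a per-plate cutoff, the plate's mean sample inhibition plus 3 SD, cut at about 24% in these data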;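 also: 0% = DMSO plus EC80 ATP and 100% = DMSO alone without ATP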
CHO-K1 Ca ag = M1 agonist counterscreen hit in parental CHO-K1 cells. Fluo-8 calcium fluorescence; scaled to maximal ATP response, vehicle zero. activation, % at 3 µM. hit rate 0.48% among 360,000. AID 602248; in the data active = activation above about 15%;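 also: untransfected CHO-K1 host cells lacking M1 receptor as counterscreen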
OXTR potentiate = potentiates the human oxytocin receptor response. activation, % at 3 µM. CHO-OTR cells, Fluo-8 calcium fluorescence, potentiator mode; 0% = oxytocin EC15, 100% = EC100. P30559. hit rate 0.061% among 320,000. AID 2445;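 active = activation above that plate's cutoff, the mean activation of tested compounds plus 3 SD, cut at about 6.6% in these data, passing the limit was not always enough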;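 also: 100% uses oxytocin at 75 nM as the full agonist control; some results filed as inactive read as strong as hits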
Target sequence (P30559 whole entry, looked up): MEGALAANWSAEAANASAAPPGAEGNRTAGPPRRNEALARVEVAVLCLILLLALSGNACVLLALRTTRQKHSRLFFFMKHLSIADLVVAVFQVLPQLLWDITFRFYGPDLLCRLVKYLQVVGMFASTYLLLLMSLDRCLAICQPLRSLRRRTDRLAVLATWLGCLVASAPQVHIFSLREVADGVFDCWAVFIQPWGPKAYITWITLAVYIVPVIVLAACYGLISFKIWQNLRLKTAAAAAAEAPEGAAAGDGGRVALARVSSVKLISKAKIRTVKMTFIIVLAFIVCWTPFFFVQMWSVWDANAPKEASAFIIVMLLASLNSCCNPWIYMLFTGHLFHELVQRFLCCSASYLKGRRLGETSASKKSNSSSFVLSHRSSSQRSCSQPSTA
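Assay system: CHO-OTR cells, human receptor / Also added: oxytocin at about EC15, sub-maximal agonist stimulus / Dosing: single dose, 3.0 µM nominal final compound concentration / Incubation: 6 min pre-incubation, 100 s read / Technique: Fluo-8 calcium dye fluorescence / Read-out: % activation vs EC15 and EC100 oxytocin / Benchmarks: EC15 oxytocin low, 75 nM oxytocin high / Replicates: singlicate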
V1R ag counter = activates human V1a receptor in oxytocin agonist counter-screen. P37288. CHO-V1R cells, Fluo-8 calcium fluorescence, agonist mode; 0% DMSO, 100% 3 nM vasopressin. activation, % at 3 µM. hit rate 0.25% among 320,000;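 active = activation above the mean activation of all tested compounds plus 3 SD, per screening run, cut at about 20% in these data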;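 also: signal is peak over basal fluorescence ratio across a 100 second FLIPR read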
CHRM1 agonist = agonists of human M1 muscarinic receptor; P11229; CHO-K1 hM1, Fluo-8 calcium fluorescence, agonist mode; 0% DMSO, 100% acetylcholine EC100; activation, % at 3 µM; hit rate 0.33% among 360,000;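 active = activation above the run's mean compound activation plus 3 SD, cut at about 16% in these data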;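 also: peak over basal fluorescence ratio within a 140 s kinetic read after compound addition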
Target sequence (P11229 whole entry, looked up): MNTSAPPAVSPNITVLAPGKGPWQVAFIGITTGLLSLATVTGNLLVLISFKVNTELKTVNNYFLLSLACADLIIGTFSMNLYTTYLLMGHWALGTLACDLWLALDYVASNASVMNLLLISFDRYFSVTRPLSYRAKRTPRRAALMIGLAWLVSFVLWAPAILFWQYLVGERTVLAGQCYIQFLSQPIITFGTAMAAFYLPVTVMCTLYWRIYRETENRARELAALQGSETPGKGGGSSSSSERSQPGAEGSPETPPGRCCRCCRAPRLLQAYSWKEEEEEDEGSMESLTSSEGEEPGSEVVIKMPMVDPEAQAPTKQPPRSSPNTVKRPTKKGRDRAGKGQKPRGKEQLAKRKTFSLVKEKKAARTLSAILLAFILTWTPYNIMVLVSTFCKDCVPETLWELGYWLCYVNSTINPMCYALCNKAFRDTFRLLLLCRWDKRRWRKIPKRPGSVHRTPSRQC
* = called active by the depositor; · = not tested or not shown; & = joins results of further samples. Hits appear at their usual frequency. Share with any hit: about 3.3%.

SMILES	M1 PAM parental	CHO parental Ca	TAAR1 antag	TAAR1 agonist	CHO-K1 Ca antag	CHO-K1 Ca ag	OXTR potentiate	V1R ag counter	CHRM1 agonist
Cc1cccc(-c2n[nH]c(=S)n2/N=C/C=C/c2ccco2)c1	16.1	0.2	6.9	-1.8	-10.3	-0.1	-3.0	-1.5	-7.0
Cc1ccc(-c2[nH]ncc2/C=N/n2c(COc3ccccc3)nc3ccccc3c2=O)cc1	-12.1	-13.9	65.8*	10.2	19.1	5.0	-4.3	-0.3	-6.9
COc1ccccc1CNC(=O)C(=O)c1cn(CC(=O)N2CCOCC2)c2ccccc12	7.0	-26.3	-16.6	4.5	-7.8	2.3	-1.9	0.8	-1.7
O=C(O)Cn1nc(-c2ccccc2)ccc1=O	6.4	2.0	-16.5	0.1	-8.3	0.6	-1.8	2.4	-0.4
Cc1cccc(C(=O)O/N=C(/c2ccccc2)c2ccncc2)c1	-15.1	-15.4	-39.3	0.5	0.9	-0.6	-4.4	-1.3	1.9
COCCN(Cc1cn(C)nc1-c1ccc(Oc2ccccc2)cc1)C(C)C	15.7	·	-3.0	5.1	-7.3	0.4	·	·	-8.4
CC(C)(C)n1nc2c(c1NC(=O)COc1ccc3ccccc3c1)CS(=O)(=O)C2	3.8	-11.5	11.5	8.2	-9.8	1.2	-2.4	-0.3	-3.8
O=c1oc2ccccc2nc1/C=C(O)/C=C/c1ccc(F)cc1	19.7	-5.2	-1.1	0.8	-6.0	0.1	6.5	0.7	-5.5
CN(C)S(=O)(=O)c1ccc(NC(=S)NC(=O)C2CCC2)cc1	-15.0	-5.1	-4.5	2.2	-8.1	0.2	-9.7	1.5	-4.9
Cc1cc(OCC(O)CN2CCN(C)CC2)ccc1C(C)C (configuration not stated)	1.4&10.7	0.5	-15.5&-0.2	2.4&12.2	1.0&-5.6	0.6&0.3	-2.6	1.8	-5.4&-5.5
O=S(=O)(Nc1ccccn1)c1ccc(-n2cccn2)cc1	-2.9	-10.7	-13.9	0.2	-10.5	1.2	-3.5	1.5	-4.5
Cc1ccc(CSc2ccc(S(=O)(=O)N3CCCC3)cn2)cc1	16.9	-13.1	15.8	-1.3	-11.5	0.6	-9.2	0.6	-6.5
NS(=O)(=O)c1ccc(CCNC(=O)COC(=O)/C=C/c2ccc(Cl)cc2)cc1	18.4	12.3	15.6	8.8	-8.4	8.9	-10.3	1.7	-5.9
O=C(COc1ccc(Cl)cc1)NC1CCSC1=O (configuration not stated)	15.4	-22.4	3.4	14.5	-11.4	0.3	3.2	4.2	-2.2
O=C(CSc1nc2c(cnn2-c2cccc(Cl)c2)c(=O)[nH]1)NCCC1=CCCCC1	-11.5	0.5	-18.4	23.8	-8.8	-0.4	4.1	0.1	-0.4
Cc1nn(CCc2n[nH]c(=S)n2C2CCCCC2)c(C)c1Br	29.9	-30.0	-8.9	4.5	-32.9	-0.2	1.0	-0.8	-5.3
Nc1cccc(P(=O)(c2ccccc2)c2ccccc2)c1	6.4	-8.2	-1.2	0.9	-7.5	3.6	-7.0	0.5	-1.1
NC1=NC(c2ccccc2Cl)n2c(nc3ccccc32)N1 (configuration not stated)	22.0	-10.5	-0.5	1.2	-13.4	1.5	0.7	-1.6	-8.5
CC(=O)Nc1ccc(NC(=O)C(C)OC(=O)c2ccccc2NS(=O)(=O)c2cccs2)cc1 (configuration not stated)	6.0	-12.6	-4.7	9.5	-10.4	0.3	-1.7	-0.3	-3.1
COc1ccc(C2SCCN2C(=S)Nc2ccc(Cl)cc2)cc1 (configuration not stated)	-8.2	-11.3	14.7	27.9	6.0	1.4	-12.7	9.0	3.3
Cc1cc(C(=O)N/N=C/c2cccc([N+](=O)[O-])c2)c(C)n1-c1ccccc1	12.2	-24.0	7.3	-0.8	-4.8	0.7	-6.8	-0.6	-12.4
Cc1ccccc1Nc1nc(N)nc(C)c1Br	7.9	·	3.4	0.6	-6.6	1.2	·	·	1.0
O=C(c1ccc(F)cc1)C1CCN(C(=O)Nc2ccccc2Cl)CC1	-7.3	-20.8	-24.6	5.9	-7.2	-0.4	-8.3	-0.1	-3.7
COc1ccccc1Nc1nn2c(=O)c3ccc(C(=O)N4CCC(C)CC4)cc3nc2s1	9.0	-16.7	21.1	0.9	-6.4	4.4	-3.5	-0.5	-2.5
Cc1nc2ccc([N+](=O)[O-])cc2s1	25.6	-5.6	12.0	7.4	-7.0	0.3	1.3	0.5	-9.3
CC(C)C[C@H](NC(=O)N1CCn2c1nc1ccccc12)C(=O)N1CCCCC1	-13.6	-16.7	-23.2	0.3	1.2	2.9	-6.0	2.7	-0.6
COc1ccc(CNC(=O)CNC(C)c2ccc(F)cc2)cc1 (configuration not stated)	6.1	-11.9	5.1	-0.4	-13.6	0.8	-10.8	1.2	-8.4
Cc1ccc(NC(=O)COC(=O)c2ccnn2C)cc1	-4.8	3.4	10.7	8.0	-11.7	0.7	-1.6	0.2	-1.9
CCCC1NC(=S)N(C2CCCCC2)C1=O (configuration not stated)	24.4	-11.3	-25.3	-2.5	-10.8	0.0	-11.6	0.2	-9.1
CCOc1cc(N2CCOCC2)c(OCC)cc1NC(C)C(=O)N1CCN(CC)CC1 (configuration not stated)	9.4	·	-23.5	8.5	-6.2	-0.2	·	·	1.1
Cc1ccc(OCC(=O)N/N=C\c2cccs2)c([N+](=O)[O-])c1	11.6	-3.7	4.8	4.2	-4.4	1.7	-10.0	0.2	-8.7
CC(=O)Oc1cc(O)c2c(=O)c(OC(C)=O)c(-c3ccc(OC(C)=O)c(OC(C)=O)c3)oc2c1	-14.8	-3.6	·	·	13.4	-0.4	4.6	1.3	6.4
COC(=O)c1ccc(CN2[C@H](C(=O)OC)C[C@@]3(O)[C@@H](O)[C@@H](O)[C@@H](O)C[C@@H]23)cc1	4.9	-2.0	-5.2	10.3	-6.1	0.4	-10.7	0.8	-3.4
COc1ccc(N(CC(=O)N/N=C/c2ccccc2OC)S(=O)(=O)c2ccccc2)cc1	13.0	-0.3	-9.2	32.5	-12.9	1.5	-6.2	0.8	-5.2
Cc1ccc(NC(=O)CSc2nnc(-c3ccccc3C)o2)cc1C	3.1	-10.2	-7.8	12.9	9.3	0.1	-4.6	1.1	-1.5
Cn1ccnc1SCC(=O)Nc1ccc2c(c1)OCO2	-2.5	-3.6	-40.4	1.4	-0.7	0.1	-0.6	0.5	-0.3
CCOc1cccc(NC(=O)C2CC(=O)N(C)C(=Nc3ccccc3)S2)c1 (configuration not stated)	5.2	-8.2	35.3	13.2	-8.7	5.0	-14.6	2.5	0.9
O=P(Cc1nnco1)(c1ccccc1)c1ccccc1	-0.3	0.0	2.6	0.8	4.7	0.1	0.1	0.5	-3.5
CC1(C)C(=O)Nc2ccccc2N1C(=O)COC(=O)c1ccc(Cl)c(S(=O)(=O)NCc2ccccc2)c1	5.4	-3.6	63.2*	19.8	14.9	3.0	-11.4	1.6	1.1
COC(=O)/C=C1\S/C(=N/NC(=O)c2ccccc2)NC1=O	12.6	-5.7	2.1	10.6	-7.1	0.2	-3.5	0.4	-3.4
CCCCCC(=O)N/N=C/c1ccc([N+](=O)[O-])o1	10.1	-5.8	-8.7	3.9	-9.8	-0.4	-4.9	0.1	-4.7
CS(=O)(=O)Nc1ccc(C(=O)Nc2ccccc2Sc2ccccc2)cc1	23.6	-11.3	20.4	2.4	-4.9	2.8	-4.8	0.8	-5.8
CC(=O)N1c2ccc(S(=O)(=O)NCCC(=O)Nc3ccc(Cl)cc3)cc2CC1C (configuration not stated)	16.8	·	5.8	3.6	-11.8	4.7	·	·	0.3
Cc1ccc2c(c1)C(c1ccc(N3CCOCC3)cc1)=NNC(c1cccs1)=N2	-2.6	-13.0	7.4	3.9	10.2	-0.1	-2.0	-0.2	-4.4
COc1ccccc1Nc1nnc(SCC(=O)N2CCCC2)s1	-2.9	-0.8	7.2	4.0	-11.1	1.0	-6.0	-0.3	-1.9
COc1ccc(CN2CC(C(=O)NCc3ccccn3)CC2=O)cc1 (configuration not stated)	13.6	-11.9	22.9	0.4	-3.5	0.4	-3.7	0.7	-1.0
CCOC(=O)/C(=N/Nc1ccc(Cl)cc1)S(=O)(=O)c1ccc(Cl)cc1	25.1	-17.0	5.3	1.6	-16.0	-0.1	2.7	0.5	0.7
COc1ccc2oc(C(=O)OC(C)C(=O)NC3(C#N)CCCCC3)c(C)c2c1 (configuration not stated)	1.3	-11.8	-0.8	3.8	-2.2	3.7	-10.0	3.1	-6.2
COc1ccc(-c2sc3ccccc3c2C#Cc2cncn2C)cc1	2.9	-11.6	8.2	0.9	0.2	-0.1	-6.8	0.4	-7.0
Cc1cc(Br)ccc1SCC(=O)NCC(c1ccco1)N1CCCCC1 (configuration not stated)	-16.9	-35.5	-15.1	-1.0	13.3	-0.3	-5.8	-1.4	-7.1
Cc1cc(C)c(S(=O)(=O)N2CCCOC2CNC(=O)C(=O)NCc2ccncc2)c(C)c1 (configuration not stated)	26.0	-10.2	-1.7	1.2	-13.0	1.5	-1.2	-0.2	-10.2
COc1cc(/C=N/n2c(C)n[nH]c2=S)ccc1OCc1ccc(F)cc1	-2.1	-6.2	-4.2	4.4	4.2	-0.1	-4.5	-0.9	-5.2
COc1ccc(NC(=O)Cn2c(=O)n(-c3ccc(CC(=O)NCc4ccco4)cc3)c(=O)c3ccccc32)cc1	13.9	11.1	-14.3	5.1	-7.0	2.4	3.9	0.1	-1.5
COc1ccc(NS(=O)(=O)c2ccc(C)c(NC(=O)CNC(=O)c3ccco3)c2)cc1	-1.4	·	1.8	4.6	-7.1	1.4	·	·	-0.5
COc1ccc(N2CCN(C(=O)c3cccc(Br)c3)CC2)c([N+](=O)[O-])c1	15.3	-4.8	20.7	11.6	-10.1	7.8	-26.6	2.5	-4.5

Source: PubChem BioAssay
